Bioassay records deposited in PubChem by several laboratories.
hcDAF-12 act: H. contortus DAF-12 nuclear receptor activators, primary screen, cell-based, luminescence, HEK293, lit1-tk-luc reporter; actives 1.4% (n = 370,000); activation, % at 6.8 µM; HEK293 hcDAF-12 lit1-tk-luc reporter; 0% DMSO, 100% Δ7-dafachronic acid;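 active means activation above the mean of all tested compounds plus 3 SD, cut at about 5.5% in these data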;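 further: 100% = response to 3 µM Δ7-dafachronic acid high control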
SMARCA2 activ: SMARCA2 (BRM) function activators, primary screen, cell-based, luminescence, high throughput; MG213 cells, MMTV-luciferase reporter, dexamethasone, overnight; activation, % at 9.1 µM; actives 1% (n = 370,000); AID 652017, 2013; in the data active means activation above about 7.8%;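 further: 0% = vehicle wells and 100% = reference activator wells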
DAX1 inh-1: DAX1 (NR0B1) inhibitors on StAR promoter, primary screen, cell-based, luminescence, SF-1 (NR5A1), full-length DAX-1 | HEK293T StAR-luciferase reporter, SF-1/DAX-1 repression relief | inhibition, % at 6.8 µM | actives 1.1% (n = 370,000) | AID 652010, 2013;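 active means inhibition above the mean over all tested compounds plus 3 SD, cut at about 3.6% in these data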;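 further: 0% = DAX-1 cells with DMSO and 100% = cells lacking DAX-1 with DMSO; higher inhibition means more luminescence from relief of DAX-1 repression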
proKLK7 act: proKLK7 zymogen activators, primary screen, biochemical, fluorescence intensity; AID 652039, 2013; actives 0.9% (n = 370,000); purified proKLK7, EDANS-DABCYL substrate fluorescence; 100% is mature enzyme control, 0% vehicle; activation, % at 7 µM; Kallikrein-7 (Homo sapiens), P49862;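 active means activation above the mean of all tested compounds plus 3 SD, computed per campaign excluding outliers beyond control limits, cut at about 13% in these data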
Target sequence (P49862 whole entry, looked up): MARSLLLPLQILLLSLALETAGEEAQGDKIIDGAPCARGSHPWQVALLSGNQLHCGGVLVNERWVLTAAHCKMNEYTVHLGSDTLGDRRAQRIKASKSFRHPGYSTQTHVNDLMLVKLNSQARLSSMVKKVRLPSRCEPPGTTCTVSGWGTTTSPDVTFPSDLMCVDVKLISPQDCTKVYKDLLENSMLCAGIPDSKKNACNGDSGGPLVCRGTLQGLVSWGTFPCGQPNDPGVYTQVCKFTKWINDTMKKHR
NPR1 activator: GC-A stimulated cGMP production enhancers – HEK293 GC-A cells, cGMP TR-FRET, EC30 ANP, primary screen | 0% at EC30 ANP, 100% saturating ANP | activation, % at 10 µM | actives 0.14% (n = 370,000); in the data active means activation above about 40%
GAA850 FXN act: FXN promoter activators, primary screen, cell-based, luciferase luminescence, HEK293 lucGAA850. actives 0.56% (n = 360,000). activation, % at 6 µM. HEK293 lucGAA850 FXN promoter luciferase reporter, 24 h; percent of 10 µM SAHA response. AID 540364, 2011;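 active means activation above the average of all compounds screened plus 3 SD, cutoff fixed separately per campaign, cut at about 7.5% in these data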;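 further: 0% = DMSO wells and 100% = 10 µM SAHA wells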
DAX1 inh-2: DAX1 (NR0B1) inhibitors, primary screen, cell-based, HEK293, Gal4-DAX1, luciferase luminescence | Nuclear receptor subfamily 0 group B member 1 (Homo sapiens), P51843 | HEK293 Gal4-DAX1 luciferase reporter | inhibition, % at 6.75 µM | actives 0.99% (n = 340,000) | AID 504766, 2011;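 active means inhibition above the mean over all tested compounds plus 3 SD, cut at about 4.2% in these data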;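 further: 0% = DAX1-transfected cells with DMSO and 100% = empty-vector control cells with DMSO; inhibition shows as a rise in luminescence from relieved DAX1 repression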
Target sequence (P51843 207-470 limits assumed): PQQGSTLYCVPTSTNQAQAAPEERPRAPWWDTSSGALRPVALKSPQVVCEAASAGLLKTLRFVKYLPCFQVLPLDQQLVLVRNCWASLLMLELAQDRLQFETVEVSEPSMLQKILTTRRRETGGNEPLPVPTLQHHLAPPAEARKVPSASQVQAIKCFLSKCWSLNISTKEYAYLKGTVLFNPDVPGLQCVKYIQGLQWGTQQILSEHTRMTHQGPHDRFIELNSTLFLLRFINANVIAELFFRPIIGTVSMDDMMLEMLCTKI
HGIII-sPLA2 inh: human group III sPLA2 inhibitors, primary screen, biochemical, QFRET, BODIPY PC-A2 liposome substrate; QFRET BODIPY PC-A2 liposome hydrolysis, fluorescence; inhibition, % at 12.2 µM; actives 0.56% (n = 370,000);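 active means inhibition above mean plus 3 SD of compounds lying within the high and low control bounds, cut at about 19% in these data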;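 further: 0% = median of test compound wells and 100% = no enzyme DMSO wells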
Target sequence (Q9NZ20 whole entry, looked up): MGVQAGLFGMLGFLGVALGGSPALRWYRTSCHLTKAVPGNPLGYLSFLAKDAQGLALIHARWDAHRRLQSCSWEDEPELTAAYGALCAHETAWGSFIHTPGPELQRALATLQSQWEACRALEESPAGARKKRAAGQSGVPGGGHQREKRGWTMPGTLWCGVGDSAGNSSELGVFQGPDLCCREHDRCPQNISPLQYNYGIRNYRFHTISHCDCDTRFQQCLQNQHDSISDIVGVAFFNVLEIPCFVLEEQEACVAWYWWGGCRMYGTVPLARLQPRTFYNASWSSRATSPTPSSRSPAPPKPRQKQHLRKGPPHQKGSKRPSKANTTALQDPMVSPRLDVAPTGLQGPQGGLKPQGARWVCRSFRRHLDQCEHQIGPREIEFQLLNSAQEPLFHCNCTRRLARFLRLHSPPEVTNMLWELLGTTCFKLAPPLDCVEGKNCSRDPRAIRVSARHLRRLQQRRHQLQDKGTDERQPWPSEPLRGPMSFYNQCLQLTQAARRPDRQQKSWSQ
NPR2 activator: human GC-B receptor activators, primary screen, HEK293 GC-B cells, cGMP TR-FRET, EC30 CNP; 0% at EC30 CNP, 100% saturating CNP; activation, % at 10 µM; actives 0.11% (n = 370,000);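 active means activation at 10 µM reaching about 35% in either raw or pattern-adjusted values, limit read from the data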
hgDAF-12 ag: H. glycines DAF-12 receptor agonists, primary screen, cell-based, luminescence, HEK293, GAL4 fusion, UAS-luciferase; HEK293 GAL4-hgDAF12 UAS-luciferase reporter, agonist luminescence; normalized to butyrate control; AID 687014, 2013; actives 1.8% (n = 370,000); Nuclear hormone receptor DAF-12 (Heterodera glycines), GAL4 fusion; activation, % at 6.8 µM;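 active means activation above a cutoff set at the mean of all screened compounds plus 3 SD, cut at about 10% in these data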;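 further: 0% = DMSO wells and 100% = sodium butyrate wells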
ssDAF-12 act: S. stercoralis DAF-12 nuclear receptor activators, primary screen, cell-based, luminescence, HEK293, GRIP1 co-expression, lit1-tk-luc. AID 652126, 2013. activation, % at 6.8 µM. HEK293 ssDAF-12/GRIP1 lit1-tk-luc reporter; % of 3 µM dafachronic acid response. actives 1% (n = 370,000);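 active means activation above the mean over all tested compounds plus 3 SD, cut at about 0.9% in these data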;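 further: 0% = DMSO-only wells and 100% = 3 µM delta7-dafachronic acid wells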
Starred values were filed as active, the others as inactive; x = not tested or not shown. Outcome played no part in choosing rows; 6.7% or so of the library scored in one or more.

Preview (2 entries):
SMILES | hcDAF-12 act | SMARCA2 activ | DAX1 inh-1 | proKLK7 act | NPR1 activator | GAA850 FXN act | DAX1 inh-2 | HGIII-sPLA2 inh | NPR2 activator | hgDAF-12 ag | ssDAF-12 act
O=C(CSC1=NCCS1)N1CCCCCC1 | 0.6 | 3 | -0.4 | 0.8 | 1 | 0.7 | 0.6 | 5 | -1 | 3.1 | -0.6
CS(=O)c1ccccc1COC(=O)Nc1cccc(Cl)c1 (stereo unspecified) | -1.2 | -2 | 0.7 | -0.6 | -1 | 3.3 | 0.2 | -7 | -4 | 0.9 | -1.6

All compounds of this part, from the start:
SMILES | hcDAF-12 act | SMARCA2 activ | DAX1 inh-1 | proKLK7 act | NPR1 activator | GAA850 FXN act | DAX1 inh-2 | HGIII-sPLA2 inh | NPR2 activator | hgDAF-12 ag | ssDAF-12 act
O=C(CSC1=NCCS1)N1CCCCCC1 | 0.6 | 3 | -0.4 | 0.8 | 1 | 0.7 | 0.6 | 5 | -1 | 3.1 | -0.6
CS(=O)c1ccccc1COC(=O)Nc1cccc(Cl)c1 (stereo unspecified) | -1.2 | -2 | 0.7 | -0.6 | -1 | 3.3 | 0.2 | -7 | -4 | 0.9 | -1.6
O=c1oc2cc(O[C@@H]3OC[C@@H](O)[C@H](O)[C@H]3O)ccc2c2ccccc12 | -1.2 | 1 | 0.7 | -14 | -1 | 0.5 | -0.4 | 0 | 1 | 1.7 | -1.0
COc1ccccc1NC(=O)C(C)N(C)CCOc1ccccc1 (stereo unspecified) | -2.7 | 1 | -0.5 | 0.3 | -2 | 1.3 | -0.5 | -2 | -5 | 1.9 | -1.5
CC(=O)Nc1ccc(S(=O)(=O)NCC(=O)OCC(=O)NC(=O)c2cccn2C)cc1 | 1.9 | 3 | 0.0 | -0.4 | 1 | 2.2 | 0.1 | -7 | -3 | 2.2 | -0.4
O=C(CCc1ccccc1)NC(c1cccs1)c1cc(Cl)c2cccnc2c1O (stereo unspecified) | -0.2 | -3 | -1.2 | -0.6 | -5 | -3.8 | -1.2 | 23* | 3 | -7.2 | -1.2
COc1ccccc1Nc1nnc(Cc2ccccc2)c(=O)[nH]1 | -1.3 | -2 | -0.1 | -0.5 | -1 | 0.5 | -1.1 | 13 | 2 | -0.6 | -1.1
COc1cc(/C=C2/SC(=S)N(c3ccccc3)C2=O)ccc1Oc1nc(N2CCOCC2)nc(N2CCOCC2)n1 | -2.0 | -3 | 0.5 | 0.5 | -2 | 1.2 | -0.3 | 5 | 2 | 0.0 | -1.0
O=C(C1COc2ccccc2O1)N1CCN(Cc2ccc(Br)cc2F)CC1 (stereo unspecified) | -0.7 | -2 | -0.4 | -0.6 | -1 | -0.2 | -1.6 | -11 | 1 | 0.2 | -1.4
CCCOc1cccc(C(=O)N/N=C/c2coc3ccccc3c2=O)c1 | -0.2 | 2 | 1.4 | 2.6 | -6 | 0.4 | 0.6 | -20 | -3 | 1.0 | -0.1
Fc1ccc(-n2nnc(-c3cnc4ccccc4c3)n2)cc1 | 9.6* | 7 | 2.8 | 0.3 | -4 | 0.8 | -1.3 | 4 | 0 | 11* | 0.4
CCCCOc1ccc(C(O)(CCC)CCN2CCOCC2)cc1 (stereo unspecified) | 0.1 | -6 | -0.7 | 0.4 | -1 | 0.6 | -2.1 | -5 | -1 | -1.5 | -1.7
CCNc1nc(SCC(N)=O)nc2sc3c(c12)CCN(C)C3 | -1.0 | 0 | -0.2 | 0.9 | 14 | -0.7 | -0.3 | 6 | 3 | -0.2 | -1.2
CSc1ccc(S(=O)(=O)NC2CC2)cc1 | -0.6 | -2 | 0.1 | 0.0 | 3 | -0.1 | 1.4 | 2 | 4 | 1.0 | -1.8
COc1cc2c(=O)n(CCC(=O)NCC3CCCO3)c(=O)n(CC(=O)Nc3ccc(C)cc3C)c2cc1OC (stereo unspecified) | -0.7 | 3 | 0.0 | 0.1 | -3 | 0.0 | -0.3 | 3 | -3 | 2.8 | -0.7
Cc1ccc2[nH]c3c(N4CCOCC4)ncnc3c2c1 | -2.2 | 0 | -2.3 | 2.4 | 2 | 0.0 | -1.7 | 6 | -12 | -3.7 | -1.5
CC(=O)c1cc(F)c(N2CCOCC2)cc1C | -1.0 | 1 | 0.0 | -0.1 | 6 | 0.9 | -0.2 | 2 | -2 | -1.4 | -1.3
C=C(C)Cn1c(SCCCO)nc2c1c(=O)[nH]c(=O)n2C | -1.8 | 0 | -0.5 | 0.1 | 1 | 2.7 | 0.8 | 10 | 4 | 0.4 | -1.1
CNc1cc(-c2ccc(C(=O)OC)cc2)ncn1 | 1.0 | 3 | 1.6 | 0.8 | -2 | 2.5 | x | 0 | -1 | 5.0 | -0.4
O=C(CN(C(=O)c1csnn1)c1cccc2ccccc12)NCc1ccc(F)cc1 | -0.8 | 0 | 0.1 | -0.3 | 0 | -2.7 | -0.7 | -7 | 3 | -0.4 | -0.7
CCN(C(=O)COC(=O)/C=C/c1nc2ccccc2s1)C1CCS(=O)(=O)C1 (stereo unspecified) | 0.6 | 0 | -0.2 | 0.9 | 2 | -4.5 | 1.5 | 2 | 5 | 5.9 | -1.9
Fc1ccc(-c2nc3c4ccccc4ccn3c2Cc2cccc(Cl)c2)cc1 | 5.9* | 1 | 1.9 | -14 | 1 | x | x | -2 | 1 | 4.3 | 0.7
CC(C)C(=O)NN(C(=O)c1ccccc1)c1ccccc1 | 1.7 | 1 | -0.2 | -0.4 | 2 | 0.5 | -1.0 | 10 | -1 | -2.9 | -0.2
OCC1CCCN(Cc2cn(Cc3ccccc3)nc2-c2cc3ccccc3o2)C1 (stereo unspecified) | -0.7 | 3 | -0.4 | 0.4 | -4 | 0.9 | -0.2 | -13 | -3 | 0.7 | -0.2
COc1ccc2c(c1)[nH]c1c(=O)n(Cc3ccncc3)cnc12 | -1.8 | 8.6* | 0.8 | 0.2 | -5 | 4.4 | 0.0 | -1 | -2 | 7.7 | -0.2
Next part:
SMILES | hcDAF-12 act | SMARCA2 activ | DAX1 inh-1 | proKLK7 act | NPR1 activator | GAA850 FXN act | DAX1 inh-2 | HGIII-sPLA2 inh | NPR2 activator | hgDAF-12 ag | ssDAF-12 act
CC(=O)Nc1ccc(Cl)cc1-c1ccccc1 | 1.4 | -1 | -0.1 | 0.3 | 1 | -1.0 | -1.0 | 7 | -2 | 0.3 | -1.1
C[C@H](c1ccccc1)N1C[C@@H](COCc2ccccc2)Oc2cc(N3CC[C@H](N(C)C)C3)ccc2S1(=O)=O | 1.2 | 1 | -0.2 | -0.2 | -2 | x | x | 3 | -1 | 5.3 | -1.0
CC1(C(=O)Nc2ccc3c(c2)OCCO3)CSCC(=O)N1Cc1ccco1 (stereo unspecified) | 0.4 | 4 | -0.5 | 0.4 | 1 | x | x | 2 | 2 | 0.6 | -0.6
Cc1nnc(N/N=C/c2ccc(-c3ccccc3F)o2)n1N | 1.0 | 12* | -1.9 | -0.5 | 0 | 2.8 | -1.7 | 1 | -7 | -1.7 | -1.0
O=C(NN=C(Cc1ccccc1)Cc1ccccc1)C1CC1 | -0.6 | 0 | 0.5 | 0.1 | 14 | 2.4 | 0.4 | -8 | 13 | -0.7 | -0.5
CCOC(=O)c1ccc(NC(=O)CCC2COc3ccccc3O2)cc1 (stereo unspecified) | -1.6 | -2 | -1.3 | -0.4 | 1 | 0.8 | 0.3 | -29 | 1 | -0.9 | -1.8
CCn1ccc(C(=O)NC2=NCCS2)n1 | 0.7 | 1 | 1.7 | 0.4 | 2 | 2.8 | 0.3 | 2 | 4 | 7.4 | 0.6
CC(C)N(C)Cc1nnnn1CC(=O)NCCc1cccc(C(F)(F)F)c1 | -1.6 | 5 | -0.7 | 0.8 | 2 | -0.3 | 1.7 | 5 | 4 | -2.2 | -0.5
CCn1c(C)[n+](CC)c2ccc(S(=O)(=O)NC)cc21 | 0.0 | -3 | 1.1 | 0.7 | 0 | 0.3 | 0.2 | 3 | 0 | 1.1 | -0.3
CSCC[C@H](NC(=O)OC(C)(C)C)C(=O)N1CCC(C(=O)N[C@@H](Cc2c[nH]c3ccccc23)C(=O)O)CC1 | 1.9 | 1 | -0.1 | 0.7 | -2 | -0.9 | 0.5 | -25 | -4 | 2.1 | 0.2
CCC(Sc1ncccc1C(=O)O)C(=O)N1CCCC1 (stereo unspecified) | -0.6 | -3 | 0.0 | -0.2 | 1 | -1.0 | 3.3 | 4 | 1 | -1.0 | -1.1
O=C(NCc1ccccc1)c1cc(C2CCCN(C(=O)c3ccc4c(c3)CCO4)C2)on1 (stereo unspecified) | -1.6 | -2 | 0.3 | 0.4 | -2 | -0.6 | x | -4 | -5 | -1.4 | -1.6
COc1ccc(N(C(=O)Cc2cccs2)C(C(=O)NC2CCCC2)c2ccncc2)cc1OC (stereo unspecified) | -1.1 | 6 | 1.0 | -0.9 | -13 | -0.2 | 1.3 | -1 | -7 | 2.0 | -1.0
Cc1ccc(NCC(=O)c2ccccc2)cc1Cl | 7.7* | 5 | -0.3 | -0.4 | 1 | -1.8 | 0.7 | 0 | -2 | 2.0 | -0.1
N#CCCN/N=C(\Cc1nc2ccccc2[nH]1)c1ccccc1 | 3.3 | 0 | 0.3 | -0.4 | -1 | -0.1 | 0.5 | -9 | -8 | 4.7 | 0.7
CN(CC(=O)Nc1cccc(S(=O)(=O)N2CCCC2)c1)Cc1ccccc1 | -1.4 | -1 | -0.3 | 0.7 | 0 | 0.6 | -1.0 | -11 | 2 | -0.8 | -1.6
Cc1cccc(NC(=O)C2C3C=CC(C4CC34)C2C(=O)O)c1 (stereo unspecified) | 0.5 | -1 | 0.7 | -0.6 | 2 | -0.6 | 0.8 | 6 | 0 | 1.6 | -1.0
CCOC(=O)C1(C)CCCN1C(=O)c1cccc2ccccc12 (stereo unspecified) | -2.0 | 4 | -2.4 | 0.1 | -1 | 1.2 | x | -3 | 2 | -1.2 | -1.2
Cc1ccc(S(=O)(=O)N2CCCCC2)cc1NC(=O)c1cncc(Br)c1 | -2.0 | -1 | -0.3 | -0.2 | -1 | 0.7 | -0.5 | 0 | 6 | -2.7 | -2.1
Cc1cc(C(=O)N2CCC2(C)C(=O)NS(=O)(=O)c2ccccc2Cl)nn1C (stereo unspecified) | -1.2 | -6 | -0.9 | 0.6 | 2 | 1.1 | x | 14 | 1 | -1.1 | -1.2
